Screens as filed in PubChem BioAssay.
Mm-Cpn inhibitor – M. maripaludis TRiC chaperonin inhibition | purified Mm-Cpn ATPase, ADP Transcreener TR-FRET | Potency, µM (titrated, usually from 76.9 µM), inactives show at the top dose activity, negative = inhibition, actives largely listed as inhibitors | 330,000 tested, 0.031% active; note: potency is the fitted concentration of half-maximal effect; % is set by controls: 0 for no effect and ±100 for the full control effect; nearly all actives have a fitted effect of over 80% in size
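Inhibition of chaperonin ATP hydrolysis is measured as reduced ADP production, detected by competitive TR-FRET in which signal falls with ADP. Final enzyme 25 nM and ATP 10 uM, reacted 30 min at 37°C.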
WRN helicase inh – blocks human WRN helicase; Potency, µM (titrated, usually from 114 µM), inactives show at the top dose activity change, negative = inhibition, hits mostly inhibitors; Q14191; AID 651768; 360,000 tested, 0.46% active; WRN helicase unwinding, fluorescent forked duplex, kinetic; note: potency is the fitted concentration of half-maximal effect; % is set by controls: 0 for no effect and ±100 for the full control effect; nearly all actives have a fitted effect of over 55% in size
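Kinetic red-fluorescence monitoring (525/598 nm) tracks WRN helicase activity after 100 nM fluorophore-quencher forked duplex and 2 mM ATP are added to 20 nM enzyme pretreated 15 min at room temperature with compound.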
CCT modulator – cytosolic chaperonin activity modulation | 360,000 tested, 0.3% active | AID 651819 | activity change, % (concentration not given with the values), hits read low | purified chaperonin ATPase assay, HTRF ADP detection, 30 min; in the data active = activity change below about -30%; note: % is set by controls: 0 for no effect and ±100 for the full control effect
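First, chaperonin was dispensed at 40 nM or 20 nM final depending on batch activity. Next, compounds were pinned at 76 uM and ATP added at 10 uM. After 30 min at 37 °C, ADP detection reagents ran 30 min at ambient temperature.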
EPAC1 ag – EPAC1 (human) agonism; O95398; EPAC1 agonist qHTS, biochemical assay; response scale: 100% = response to 6.5 mM cAMP; Potency, µM (series often up to 154 µM), inactives show at the top dose activation, usual class: activators; 360,000 tested, 0.073% active; AID 720707; note: potency is the fitted concentration of half-maximal effect; nearly all actives have a fitted effect of over 60% in size
Target sequence (O95398 whole entry, looked up): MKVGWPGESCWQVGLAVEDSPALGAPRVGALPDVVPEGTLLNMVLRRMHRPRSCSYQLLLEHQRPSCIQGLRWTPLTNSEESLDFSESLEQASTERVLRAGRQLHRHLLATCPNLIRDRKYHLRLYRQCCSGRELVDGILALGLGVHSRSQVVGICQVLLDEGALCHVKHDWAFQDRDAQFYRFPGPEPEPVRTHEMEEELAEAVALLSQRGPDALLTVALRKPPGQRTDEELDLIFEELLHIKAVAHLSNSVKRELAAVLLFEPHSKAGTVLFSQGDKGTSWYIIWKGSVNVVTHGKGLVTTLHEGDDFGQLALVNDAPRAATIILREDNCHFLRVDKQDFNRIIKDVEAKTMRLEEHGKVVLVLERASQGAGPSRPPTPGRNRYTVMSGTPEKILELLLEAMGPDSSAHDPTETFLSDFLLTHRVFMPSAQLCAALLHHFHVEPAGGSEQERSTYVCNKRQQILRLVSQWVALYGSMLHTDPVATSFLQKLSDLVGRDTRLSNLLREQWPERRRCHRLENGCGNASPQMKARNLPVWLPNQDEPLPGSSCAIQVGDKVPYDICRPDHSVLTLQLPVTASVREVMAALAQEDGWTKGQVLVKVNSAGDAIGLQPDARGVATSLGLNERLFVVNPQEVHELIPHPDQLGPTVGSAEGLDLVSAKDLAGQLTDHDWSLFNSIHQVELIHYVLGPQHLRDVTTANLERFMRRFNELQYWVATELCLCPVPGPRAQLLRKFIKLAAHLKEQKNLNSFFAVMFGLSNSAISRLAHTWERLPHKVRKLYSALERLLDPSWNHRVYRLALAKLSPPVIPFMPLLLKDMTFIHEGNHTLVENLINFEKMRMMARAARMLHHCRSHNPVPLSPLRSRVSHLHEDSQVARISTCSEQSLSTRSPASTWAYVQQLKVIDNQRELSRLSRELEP
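Fluorescent GDP-exchange assay: 100 nM EPAC1 with 250 nM Rap1B preloaded with BODIPY-GDP and 50 uM GDP; compounds tested as concentration series, 5 min at room temperature, then read every 5 min for 30 min (ex 480/em 540 nm); normalized to 6.5 mM cAMP.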
EPAC2 antag – EPAC2 (human) antagonism; Q8WZA2; EPAC2 GEF exchange of Rap1B-BODIPY-GDP, fluorescence; Potency, µM (doses to about 114 µM), for inactives: top-dose activity, negative = inhibition, usual class: inhibitors; 360,000 tested, 0.18% active; AID 720708; note: potency is the fitted concentration of half-maximal effect; % is set by controls: 0 for no effect and ±100 for the full control effect; nearly all actives have a fitted effect of over 45% in size; many of its hits are not listed in these tables
PI5P4K alpha inh – blocks human PI5P4K alpha kinase activity. P48426. PI5P4Kalpha enzyme, ADP-Glo luminescence, 60 min; hits give low values. max response, %. 330,000 tested, 1.2% active. AID 652105; active = max response of -50% or lower; inconclusive = between -30% and -50%; inactive = -30% or higher; note: value at the top dose of about 77 µM; % is set by controls: 0 for no effect and ±100 for the full control effect
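Reactions run in 0.038 M HEPES pH 7.4, 0.28 mM EGTA, 0.1% CHAPS and 5% DMSO, with PI5P4Kalpha, substrate, compound and 5 microM ATP final, one hour at room temperature. Readout is ADP-Glo luminescence.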
EPAC1 antagonist – EPAC1 (human) antagonism. AID 720709. O95398. 360,000 tested, 0.14% active. Potency, µM (top dose mostly 115 µM), for the others: top-dose activity change, negative = inhibition, usual class: inhibitors. EPAC1 GEF assay, Rap1b-BODIPY-GDP exchange fluorescence;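 note: potency is the fitted concentration of half-maximal effect; plate controls were vehicle for no effect and positive control for full effect; nearly all actives have a fitted effect of over 50% in size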
PLK1 PBD block – PLK1 (human) polo-box domain binding inhibition | Potency, µM, for inactives: max response, negative = inhibition, actives largely listed as inhibitors | 360,000 tested, 2.8% active | Plk1 PBD binding of FITC phosphopeptide, fluorescence polarization | P53350; note: potency is the fitted concentration of half-maximal effect; series mostly up to about 57 µM; % is set by controls: 0 for no effect and ±100 for the full control effect; nearly all actives have a fitted effect of over 65% in size
Starred values were filed as active, the others as inactive; ? = inconclusive; . = no result given; [ ] = another dose, or the depositor's remark. Unless noted, calls come from the whole dose curve; as a rule, active = well fitted curve in the direction sought with a large enough effect; inconclusive = small, poorly fitted or top-dose-only effect, or another doubt; inactive = no such curve, though single readings can be large; an effect the other way counts as inactive or inconclusive.

SMILES	Mm-Cpn inhibitor	WRN helicase inh	CCT modulator	EPAC1 ag	EPAC2 antag	PI5P4K alpha inh	EPAC1 antagonist	PLK1 PBD block
COc1cccc(/C=N/N2CCN(C3c4ccccc4-c4ccccc43)CC2)c1O	1%	-3%	-0.1	-8%	10%	9	10%	2%
CCOC(=O)c1ccc(N2C(=O)c3n[nH]c(-c4ccco4)c3C2c2ccc([N+](=O)[O-])cc2)cc1 (configuration not stated)	0%	-4%	0.4	2%	0%	-23	-3%	5%
CC(C)Cc1nnc(NC(=O)C2CC(=O)N(c3ccc4c(c3)OCCO4)C2)s1 (configuration not stated)	3%	-18%	-3.4	4%	-8%	3	0%	-12%
Cc1csc(NC(=O)COCC(=O)O)c1-c1nc2ccccc2s1	-4%	-1%[11.6 µM]	-2.5	-8%	-24%	-4	-31%	?
O=C(Nc1ccccc1F)c1ccc2snnc2c1	?	6%	0.1	-10%	-4%	-6	23%	5%
CC1CCCC(NC(=O)c2ccc3c(c2)N(Cc2ccccc2)C(=O)CS3=O)C1C (configuration not stated)	0%	-2%	-0.9	-5%	2%	-6	-25%	-4%
Cc1noc(C)c1C(=O)OCC(=O)Nc1c(F)cccc1F	-3%	-22%	0.9	-2%	8%	-27	8%	8.4µM*
COCC(=O)N(C)C1(c2nnnn2CCOC(=O)Nc2cccc3ccccc23)CCCC1	0%	-15%	-0.1	2%	1%	-30	1%	-7%
COc1cc(C(=O)NCCNc2nc3ccc(C)cc3cc2C#N)cc(OC)c1OC	1%	1%	-3.9	6%	-5%	7	?	-14%
Cn1c(SCC(=O)Nc2ccc(N3CCOCC3)cc2)nnc1C(F)(F)F	-2%	-1%	0.0	-12%	3%	0	3%	-1%
Cc1c(CN2CCC(n3nccc3NC(=O)c3cccc(F)c3)CC2)cnn1C	-3%	-7%	0.0	-1%	1%	4	3%	12%
COc1cccc(=O)c2c(C)n(CC(=O)c3ccccc3)c(C)c12	-8%	-13%	-1.4	4%	2%	?	12%	-11%
OC1(C#Cc2c(-c3ccsc3)oc3ccc(N4CCOCC4)cc23)CCCCC1	.	-5%	-1.7	3%	3%	-3	-4%	-1%
CCC(C)n1c(=O)c2sccc2n2c(CCCC(=O)N3CCC(C(N)=O)CC3)nnc12 (configuration not stated)	1%	-1%	1.3	-11%	13%	-4	14%	-15%
Cc1ccc(C)c(-n2c(=O)c(C#N)cc3c(=O)n4ccccc4nc32)c1	0%	-4%	0.6	5%	-10%	0	-10%	-12%
CC1(c2ccccc2)NC(=O)N(CC(=O)NCc2cccc(Cl)c2)C1=O (configuration not stated)	0%	4%	-0.8	-6%	1%	7	-23%	-16%
CCOC(=O)c1ccc(NC(=S)N2CCC(O)CC2)cc1	0%	-30%[57.1 µM]	-0.4	12%	1%	1	-12%	?
O=C(CN(Cc1cccs1)C(=O)c1csnn1)NC1CCCC1	-1%	5%	-0.9	1%	10%	1	-3%	27µM*
O=C(O)Cc1ccc2oc(-c3ccccn3)nc2c1	0%	0%	-3.6	6%	-2%	-3	-24%	-11%
O=C(c1ccc(S(=O)(=O)NCc2ccco2)cc1)N1CCN(Cc2ccccc2F)CC1	2%	0%	0.8	1%	4%	-4	-11%	-2%
CC(=O)c1ccc(OC(=O)c2ccc(-n3nc(C)cc3C)cc2)cc1	1%	-3%	-3.2	-9%	2%	2	-13%	-11%
CCN(CC)S(=O)(=O)c1cc(NC(=O)CNc2cccc(S(=O)(=O)N3CCOCC3)c2)ccc1C	-1%	-19%	4.0	-17%	15%	4	-29%	-11%
CNC(=O)CSc1nc2ccccc2c(=O)n1-c1cc(OC)ccc1OC	-2%	-2%	-2.8	-3%	?	-1	-9%	1%
COc1ccc(OC)c(/C=C/c2[nH]c(=O)[nH]c(=O)c2[N+](=O)[O-])c1	1%	-6%	-10	8%	6%	-77*	-28%	-3%
CC1CCCCC1NC(=O)C1CCCN1S(=O)(=O)c1cccc2nsnc12 (configuration not stated)	-1%	-3%	-4.1	-2%	2%	4	6%	-1%

Pulled one by one from the list above, 2 records:
SMILES	Mm-Cpn inhibitor	WRN helicase inh	CCT modulator	EPAC1 ag	EPAC2 antag	PI5P4K alpha inh	EPAC1 antagonist	PLK1 PBD block
O=C(Nc1ccccc1F)c1ccc2snnc2c1	?	6%	0.1	-10%	-4%	-6	23%	5%
CCOC(=O)c1ccc(N2C(=O)c3n[nH]c(-c4ccco4)c3C2c2ccc([N+](=O)[O-])cc2)cc1 (configuration not stated)	0%	-4%	0.4	2%	0%	-23	-3%	5%

Following part
SMILES	Mm-Cpn inhibitor	WRN helicase inh	CCT modulator	EPAC1 ag	EPAC2 antag	PI5P4K alpha inh	EPAC1 antagonist	PLK1 PBD block
Cn1cc2c(=O)n(/N=C/c3ccccc3)cnc2n1	2%	9%	-9.0	-1%	9%	-6	-18%	0%
COCc1[nH]nc2c1C(C1C=CCCC1)C(C#N)=C(N)O2 (configuration not stated)	-6%	-6%	-2.6	11%	2%	.	1%	-9%
Cc1ccc(NC(=S)NC(=O)c2cncc(Br)c2)cc1Cl	.	0%	-0.4	-5%	6%	3	0%	-8%
Cc1cc(C)n(CCCNC(=O)c2ccc3c(c2)NC(=O)CS3)n1	2%	0%	-1.3	7%	-6%	-1	-4%	3%
COc1ccc(/C=C2\SC(=S)N(CCCC(=O)Nc3ccc(O)cc3)C2=O)cc1	2%	-7%	0.7	-22%	-1%	7	-1%	-12%
COc1ccc(-c2nc3ccccc3c(=O)n2N)cc1	-5%	-3%	-1.9	7%	-3%	1	-8%	-2%
CCCCCCN1CCN(C2CN(Cc3ccc(F)cc3)S(=O)(=O)C2)CC1 (configuration not stated)	.	-5%	1.1	-7%	-12%	-1	9%	4%
O=C1/C(=C\c2cccc(O)c2O)SC(=S)N1Cc1ccccc1	-2%	-23%	-6.5	13%	2%	-27	?	3µM*
OCCC1CN(Cc2nc3c(s2)CCCC3)CCN1Cc1ccccc1 (configuration not stated)	-1%	-1%	-0.2	-6%	-8%	1	6%	1%
CCCOc1ccc(/C=N/NC(=O)c2nnn(-c3nonc3N)c2-c2cccs2)cc1OC	-2%	-3%	-2.4	-2%	0%	-3	-31%	-9%
CC1CCc2cc(F)ccc2N1C(=O)c1cnc2sccn2c1=O (configuration not stated)	0%	-6%	-1.5	12%	-6%	5	-16%	-2%
Cc1ccc(C(=O)O)cc1S(=O)(=O)N1CCSCC1	-21%	-3%	-0.8	1%	14%	.	10%	-3%
CC1(C)COC(/C=C/c2ccc([N+](=O)[O-])cc2)=N1	-1%	1%	-0.1	-9%	12%	1	4%	0%
Cc1cc(Br)ccc1NC(=O)CN(C)C(=O)C1CCN(c2ncnc3sc(C)c(C)c23)CC1	.	-19%	-1.9	3%	-9%	12	-7%	1%
C=CCn1c(=NC(=O)c2cc(Cl)sc2Cl)sc2cc(S(N)(=O)=O)ccc21	-30%	4%	-1.0	-12%	4%	5	6%	-4%
Cc1nc2c(sc(=S)n2Cc2ccco2)c(=O)n1CC(=O)Nc1ccccc1Cl	-4%	-1%	0.7	-9%	29%	-9	3%	-26%
COc1ccc(Cc2noc(-c3ccc(OC)c(OC)c3)n2)cc1OC	1%	-18%	-1.8	6%	-12%	.	3%	-2%
CCCCNC(=O)C[C@@H]1C[C@@]2(C(=O)OC)CCCCC=C2N(CCC2=CCCCC2)C1=O	.	-2%	1.0	-8%	0%	6	-14%	-3%
O=C(Nc1cccc([N+](=O)[O-])c1)NC1CCS(=O)(=O)C1 (configuration not stated)	1%	5%	-0.1	4%	-1%	-4	15%	3%
O=C(Nc1cccc2ccccc12)C1CCCC1	-1%	6%	-0.5	3%	-4%	-4	-7%	6%
CN1CCN(S(=O)(=O)c2ccc(Cc3ccc(S(=O)(=O)N4CCN(C)CC4)cc3)cc2)CC1	0%	1%	-3.6	11%	-6%	-6	-23%	-1%

Sorted by heavy-atom count (lowest first): some entries from above
SMILES	Mm-Cpn inhibitor	WRN helicase inh	CCT modulator	EPAC1 ag	EPAC2 antag	PI5P4K alpha inh	EPAC1 antagonist	PLK1 PBD block
O=C(Nc1cccc2ccccc12)C1CCCC1	-1%	6%	-0.5	3%	-4%	-4	-7%	6%
Cn1cc2c(=O)n(/N=C/c3ccccc3)cnc2n1	2%	9%	-9.0	-1%	9%	-6	-18%	0%
O=C(Nc1cccc([N+](=O)[O-])c1)NC1CCS(=O)(=O)C1 (configuration not stated)	1%	5%	-0.1	4%	-1%	-4	15%	3%
Cc1ccc(NC(=S)NC(=O)c2cncc(Br)c2)cc1Cl	.	0%	-0.4	-5%	6%	3	0%	-8%
O=C1/C(=C\c2cccc(O)c2O)SC(=S)N1Cc1ccccc1	-2%	-23%	-6.5	13%	2%	-27	?	3µM*
CC1CCc2cc(F)ccc2N1C(=O)c1cnc2sccn2c1=O (configuration not stated)	0%	-6%	-1.5	12%	-6%	5	-16%	-2%
OCCC1CN(Cc2nc3c(s2)CCCC3)CCN1Cc1ccccc1 (configuration not stated)	-1%	-1%	-0.2	-6%	-8%	1	6%	1%
CCCCCCN1CCN(C2CN(Cc3ccc(F)cc3)S(=O)(=O)C2)CC1 (configuration not stated)	.	-5%	1.1	-7%	-12%	-1	9%	4%
COc1ccc(/C=C2\SC(=S)N(CCCC(=O)Nc3ccc(O)cc3)C2=O)cc1	2%	-7%	0.7	-22%	-1%	7	-1%	-12%
CCCCNC(=O)C[C@@H]1C[C@@]2(C(=O)OC)CCCCC=C2N(CCC2=CCCCC2)C1=O	.	-2%	1.0	-8%	0%	6	-14%	-3%
CCCOc1ccc(/C=N/NC(=O)c2nnn(-c3nonc3N)c2-c2cccs2)cc1OC	-2%	-3%	-2.4	-2%	0%	-3	-31%	-9%

Not all compounds are listed; rates above refer to the full screens.
